GAA glycogen: qHTS Assay for Inhibitors and Activators of Human alpha-Glucosidase Cleavage of Glycogen; Lysosomal alpha-glucosidase (Homo sapiens), P10253; recombinant GAA, glycogen substrate, Amplex Red glucose oxidase fluorescence; Potency, µM (top dose mostly 76.4 µM), for the others: at the highest dose activity change, negative = inhibition, actives largely listed as inhibitors; 0.38% of 300,000 active; active = well fitted inhibition curve with a large enough effect; inconclusive = small, poorly fitted or top-dose-only effect, or another doubt; inactive = no such curve, though single readings can be large or run the other way;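 also: 0% = full enzyme reaction and -100% = no-enzyme basal signal; the screen sought inhibitors and activators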
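Recombinant human alpha-glucosidase (4 nM final) hydrolysed bovine liver glycogen (30 ug) for 40 min at 37 C in pH 5.0 citrate/phosphate with 0.01% Tween-20. Released glucose detected by glucose oxidase/Amplex Red, Ex 573/Em 610 nm. Compounds up to 77 uM; AC50 from Hill fits.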
The depositor's hits bear a star; ? = inconclusive; [ ] = dose if it differs, or a comment. Potency is read from the fitted curve at half-maximal effect. These rows are one share of the data. The share of hits here may be higher or lower than overall.

SMILES | GAA glycogen
CCCCNC(=O)c1nn2c(C(F)(F)F)cc(-c3ccc(OC)cc3)nc2c1Br | 7%[76.3 µM]
COc1ccc(-n2nc3c(c2NC(=O)C(C)Oc2ccccc2)CS(=O)C3)cc1 (stereo not drawn) | -13%[76.3 µM]
CCN(CC)c1ncnc2c1cnn2Cc1ccc(C)cc1 | 6%
CC(=O)Nc1ccc(-c2csc(NC(=O)CC(NC(C)=O)c3ccccc3)n2)cc1 (stereo not drawn) | 1%
Cc1c2cnn(CC(=O)NCCCN3CCCCC3)c(=O)c2c(C)n1Cc1ccccc1 | 1%[76.3 µM]
N#Cc1cccnc1N1CCN(C(=O)c2ccccc2)CC1 | -8%
Cc1cc(Cl)cc(C)c1OCCn1ccnc1 | 2%
COc1ccc(-c2oc(=O)n(C)c2-c2ccc(OC)cc2)cc1 | 1%
CCOC(=O)c1cnc2c(CC)cccc2c1NCCN1CCOCC1 | -2%[76.3 µM]
Cc1cc(C(=O)Nc2ccc3ccccc3c2)c(C)o1 | -2%[76.3 µM]
COCCN(C(=O)CCC(=O)Nc1cc(C)on1)C(C(=O)NC1CCCC1)c1ccccc1F (stereo not drawn) | 2%
CSc1ccc(CCNC(=O)C2CCCN(c3ncnc4c3nc3n4CCCCC3)C2)cc1 (stereo not drawn) | 1%[76.3 µM]
NC(=O)N/N=C/c1ccccc1OCc1cccc2ccccc12 | -7%[76.3 µM]
CC(=O)c1ccc2oc3ccccc3c(=O)c2c1 | 1%[76.3 µM]
CCC(=O)Nc1c2c(nn1-c1ccc(OC)cc1)CSC2 | -11%[76.3 µM]
O=C(CCNS(=O)(=O)c1ccccc1)N1CCOCC1 | 2%[76.3 µM]
CC(CCc1ccccc1)NC(=O)CCCn1ncn2c(cc3occc32)c1=O (stereo not drawn) | 3%[76.3 µM]
Cc1nc(Cl)cc(N/N=C/c2ccc(O)cc2)n1 | 2%[76.3 µM]
Cc1cc(N/N=C/c2ccc(O)cc2O)c2ccccc2n1 | 5%[76.3 µM]
CCCCN(CC)CCCNC(=O)c1ccc(CS(=O)(=O)c2ccccc2C)o1 | 5%
COc1ccc(S(=O)(=O)N2CCC(C(=O)NC3CCCC3)CC2)cc1C | 2%
CC(=O)c1ccc(N2CCN(S(=O)(=O)c3cn(C)cn3)CC2)cc1 | -2%[76.3 µM]
Cc1ccc(C)c(NC(=S)N2CCN(c3ccccn3)CC2)c1 | -10%[76.3 µM]
COc1cc(C)c(S(=O)(=O)NOCc2ccc([N+](=O)[O-])cc2)c(C)c1C | 3%[76.3 µM]
CS(=O)(=O)N(CC(=O)Nc1ccccc1C(=O)N1CCOCC1)c1cccc([N+](=O)[O-])c1 | -2%[76.3 µM]

Arranged by value in GAA glycogen (highest first): 5 from the list above.
SMILES | GAA glycogen
CCN(CC)c1ncnc2c1cnn2Cc1ccc(C)cc1 | 6%
CCCCN(CC)CCCNC(=O)c1ccc(CS(=O)(=O)c2ccccc2C)o1 | 5%
COCCN(C(=O)CCC(=O)Nc1cc(C)on1)C(C(=O)NC1CCCC1)c1ccccc1F (stereo not drawn) | 2%
CC(=O)Nc1ccc(-c2csc(NC(=O)CC(NC(C)=O)c3ccccc3)n2)cc1 (stereo not drawn) | 1%
N#Cc1cccnc1N1CCN(C(=O)c2ccccc2)CC1 | -8%

New compounds follow
SMILES | GAA glycogen
COc1cc(/C=N/n2nnnc2N)ccc1OC(C)=O | 6%[76.3 µM]
CCN1C(=O)[C@H]2[C@@H](c3ccc(Cl)cc3)N3C(=O)CN(Cc4ccccc4)C(=O)[C@@]3(C)[C@H]2C1=O | 4%[76.3 µM]
CC(C)NC(=O)c1nc2c(nnn2Cc2cccc(Cl)c2)c(=O)[nH]1 | -2%[76.3 µM]
S=C(NCCCCc1ccccc1)NCc1ccccc1 | 3%[76.3 µM]
COc1ccccc1C(=O)NCCSCc1ccccc1Cl | 2%[76.3 µM]
CC(C)Cc1cc(CNC(=O)C2CCC(=O)N(Cc3cccc(C(F)(F)F)c3)C2)on1 (stereo not drawn) | 0%[76.3 µM]
O=C(CNC(=O)N1CC(=O)Nc2ccccc21)Nc1ccccc1 | -4%[76.3 µM]
COc1cccc(S(=O)(=O)Nc2ccc3c(c2)OCCO3)c1 | -14%[76.3 µM]
O=C(/C=C/c1ccc(Br)cc1)NCCCn1ccnc1 | -10%[76.3 µM]
COc1ccc(-n2nc(C(=O)NCC(=O)N3CCN(c4ccc(F)cc4)CC3)c3ccccc3c2=O)c(OC)c1 | -9%
Cc1ccc(C(=O)Nc2ncccc2S(=O)(=O)c2ccccc2)cc1 | -4%
CCc1cccc(C)c1NS(=O)(=O)c1cccs1 | 1%
O=C(Nc1ccc(S(=O)(=O)NCC2CCCO2)cc1)c1cccc(F)c1 (stereo not drawn) | 2%[76.3 µM]
O=C(CC(c1ccccc1)c1ccccc1O)NCCc1ccccc1 (stereo not drawn) | 2%
COc1ccc(CNC(=O)CNC(=O)c2cccs2)c(OC)c1 | 0%[76.3 µM]
CCN(CC(=O)Nc1ccccc1C(F)(F)F)C(=O)c1ccc(=O)n(Cc2ccccc2)n1 | 5%[76.3 µM]
CC(C)(C)NC(=O)COC(=O)c1ccc2c(c1)C(=O)N(Cc1ccco1)C2=O | -3%
O=Cc1ccc(OC(=O)/C=C/c2ccccc2)cc1 | -2%
COc1ccc(N2CCN(C(=O)[C@@H](NC(=O)c3ccccc3Cl)C(C)C)CC2)cc1 | 1%
COc1ccccc1CNC(=O)CN(C)S(=O)(=O)c1ccc(Br)s1 | 1%
CCOC(=O)C(Cc1ccc(O)cc1)NC(=O)CCc1c[nH]c2ccccc12 (stereo not drawn) | 0%
Cc1cc(=O)oc2cc(OCC(=O)NC(Cc3c[nH]c4ccc(O)cc34)C(=O)O)c(Cl)cc12 (stereo not drawn) | 7.9µM*
CNS(=O)(=O)c1cccc(C(=O)OCc2cc(=O)oc3c(C)c(O)ccc23)c1 | -4%[76.3 µM]
O=C(NC1CCOCC1)C1CCC(=O)N(Cc2ccc(Cl)cc2)C1 (stereo not drawn) | -2%[76.3 µM]
O=C(NCCc1c[nH]c2ccccc12)c1ccc(Cl)cc1 | 5%[76.3 µM]

Further compounds.
SMILES | GAA glycogen
CCN1CCCC1CNC(=O)c1ccc2c(c1)NC(=O)/C(=C\c1ccc(C)cc1)S2 (stereo not drawn) | 6%[76.3 µM]
COC(CNC(=O)CCCn1nnnc1CN1CCOCC1)c1cccs1 (stereo not drawn) | -5%[76.3 µM]
COc1ccc(C2=NS(=O)(=O)N(C)C(C(=O)NCc3ccccn3)=C2)cc1OC | 1%[76.3 µM]
Cc1ccc(S(=O)(=O)NC(=NC(Cc2ccccc2)C(=O)O)c2ccccc2)cc1 (stereo not drawn) | -6%
COCCC1CCCCN1C(=O)c1cc(COc2ccc(-n3cncn3)cc2)on1 (stereo not drawn) | 3%[76.3 µM]
O=C(OCN1C(=O)C(=O)c2ccccc21)c1ccc(Cl)cc1 | 9%[76.3 µM]
CN(CCCC(=O)Nc1ccc(OC(F)F)cc1)S(=O)(=O)c1ccc(F)cc1 | 7%
C[C@H]1CN=C(Nc2ccccc2)N1CCC1CCCC1 | -4%[76.3 µM]
CCCCC[C@H]1CN(Cc2ccc(OC)cc2)C(=O)[C@@H]1CC(=O)NCc1ccccc1 | -24%[76.3 µM]
COc1cccc(-n2c(SCC(=O)NCC3CCCO3)nc3c([nH]c4ccccc43)c2=O)c1 (stereo not drawn) | 1%[76.3 µM]
Cc1ccc(C(=O)CC(=O)c2ccc(C)cc2O)cc1 | -6%
Cc1c(Cl)cccc1NS(=O)(=O)c1cn(C)c(=O)n(C)c1=O | -8%[76.3 µM]
O=C(NC1CCCc2ccccc21)c1ccccc1OC(F)F (stereo not drawn) | 8%
Cc1ccc(S(=O)(=O)NCC(=O)N(CC(=O)NCC2CCCO2)c2ccc(Cl)cc2)cc1 (stereo not drawn) | -11%
Cc1cc(C)cc(OCC(O)Cn2nc(C)cc2C)c1 (stereo not drawn) | -2%
Cc1ccc(-c2nnc(CN3CCN(C)CC3)o2)cc1 | 0%
COc1cc(OC)cc(C(=O)NCc2ccc3c(c2)OCO3)c1 | 4%
CN1C(=O)c2ccc(C(=O)NCc3ccco3)cc2C1=O | 0%[76.3 µM]
O=C(Nc1cccc(Cl)c1)Nc1cnccn1 | 1%[76.3 µM]
CC(C)CNC(=O)c1cc(=O)[nH]c2ccc(S(=O)(=O)Nc3ccc(F)cc3)cc12 | 2%[76.3 µM]
CCN1C(=O)C(CC(=O)Nc2ccccc2Cl)N(NC(=O)c2cccc(F)c2)C1=S (stereo not drawn) | 2%[76.3 µM]
COC(=O)NC1c2ccccc2Oc2ccccc21 | 4%
CCc1c(C)nc(N2CCN(c3ccc(Cl)cc3)CC2)[nH]c1=O | -10%[76.3 µM]
CCN(CC)CCNC(=O)CNC(=O)c1nn(-c2ccc(OC)c(OC)c2)c(=O)c2ccccc12 | -7%
O=c1c2ccccc2ncn1-c1ccc(Br)cc1[N+](=O)[O-] | 0%[76.3 µM]

Next structures
SMILES | GAA glycogen
CCn1c(SCC(=O)NC2CCCC2)nnc1-c1cccnc1 | 0%
CCOC(=O)/C(C#N)=C/c1c(N2CCN(C)CC2)nc2ccccn2c1=O | 5%
COc1ccc(S(=O)(=O)n2ccnc2C)c(C)c1C | 3%[76.3 µM]
COc1ccc(CCNC(=O)C(C)OC(=O)c2nsc(Cl)c2Cl)cc1OC (stereo not drawn) | 6%
COc1ccc(N=NC2C(=O)N(c3ccccc3)N=C2C)cc1 (stereo not drawn) | -5%
COc1ccc(S(=O)(=O)N2CCN(CC3CC=CCC3)CC2)cc1 (stereo not drawn) | 0%
CCN(CC)C(=O)c1[nH]cnc1C(=O)NCC(=O)OC(C)(C)C | -27%[76.3 µM]
Cc1ccccc1NC(=O)CN1CCN(C)CC1 | -2%
Cc1ccc(NC(=O)C2=C(C(=O)O)CCCC2)cc1F | -1%[76.3 µM]
Cc1cccc(CCNC(=O)C2CCN(S(=O)(=O)c3cccc4cccnc34)CC2)c1 | -19%[76.3 µM]
O=C(NCCC1=CCCCC1)c1c(O)nc2ccccn2c1=O | -7%[76.3 µM]
CC(C)=CCN1CCN(Cc2c[nH]c3ccccc23)CC1CCO (stereo not drawn) | 3%[76.3 µM]
Cc1cccnc1NC(=O)CCc1c[nH]c2ccccc12 | -6%[76.3 µM]
COc1ccc(S(=O)(=O)NCc2ccccc2)cc1Br | 12%[76.3 µM]
COc1ccc(-c2csc(NC(=S)NC(=O)c3ccco3)n2)cc1Br | -1%[76.3 µM]
CCCCN1C(=O)N(c2ccc(Cl)cc2)C(C)(O)CC1(C)C (stereo not drawn) | -3%
O=C1C(=O)N(Cc2cccs2)c2ccccc21 | 1%[76.3 µM]
Nc1nc(SCC(=O)Nc2ccc(C(F)(F)F)cc2)[nH]c(=O)c1NC(=O)c1ccc(F)c(F)c1 | -5%[76.3 µM]
COc1ccc(N(C(=O)CNC(=O)c2cccs2)C(C(=O)NCC2CCCO2)c2ccccc2)c(OC)c1 (stereo not drawn) | -5%
CCn1cc(CN2CCCC(CO)(Cc3ccc(F)cc3)C2)c2ccccc21 (stereo not drawn) | 10%[76.3 µM]
CSc1ccc(CN(C)C(=O)c2cc(=O)[nH]c3ccccc23)cc1 | -7%[76.3 µM]
COc1ccc2nc(NC(=O)c3ccccc3O)sc2c1 | -5%
COc1cccc2cc(C(=O)NCCN3CCOCC3)oc12 | 4%[76.3 µM]
COc1ccccc1C(OC(=O)c1ccco1)C(=O)NCc1ccc(F)cc1 (stereo not drawn) | -18%[76.3 µM]
O=C(N/C(=C\c1ccccc1)C(=O)N1CCOCC1)c1ccccc1Br | -10%[76.3 µM]

Entries above that contain a nitro group on carbon (three):
SMILES | GAA glycogen
COc1cc(C)c(S(=O)(=O)NOCc2ccc([N+](=O)[O-])cc2)c(C)c1C | 3%[76.3 µM]
CS(=O)(=O)N(CC(=O)Nc1ccccc1C(=O)N1CCOCC1)c1cccc([N+](=O)[O-])c1 | -2%[76.3 µM]
O=c1c2ccccc2ncn1-c1ccc(Br)cc1[N+](=O)[O-] | 0%[76.3 µM]

Another view of three compounds above.
mol: Cc1cccnc1NC(=O)CCc1c[nH]c2ccccc12
  GAA glycogen: -6%[76.3 µM]
mol: COc1ccc2nc(NC(=O)c3ccccc3O)sc2c1
  GAA glycogen: -5%
mol: COc1ccc(S(=O)(=O)NCc2ccccc2)cc1Br
  GAA glycogen: 12%[76.3 µM]

(continued)
SMILES | GAA glycogen
Cn1c(SCc2ccccc2C#N)nc2ccccc2c1=O | 1%
O=C(CCNS(=O)(=O)/C=C/c1ccccc1)NCCc1c[nH]c2ccccc12 | -6%
CCOC(=O)N1CCN(C(=O)COc2ccc3ccccc3c2Br)CC1 | -14%[76.3 µM]
Cc1cc(C(=O)Nc2ccc(Nc3ccccc3)cc2)ccc1[N+](=O)[O-] | ?
COc1ccc(C2C(C(C)=O)=C(C)Nc3ncnn32)cc1 (stereo not drawn) | 1%[76.3 µM]
O=C(NCc1ccco1)c1cc(Cl)nc(Cl)c1 | 11%
O=C(c1ccccc1N(Cc1ccccc1)S(=O)(=O)c1ccccc1)N1CCOCC1 | -2%
COCCn1c(=O)[nH]c2cc(C(=O)N3CCN(c4cccc(Cl)c4)CC3)ccc2c1=O | 2%
Cc1ccc(NS(=O)(=O)c2c(C)nc3sccn3c2=O)c(C)c1 | 20%[76.3 µM]
CN(CCOc1ccc(Cl)cc1)CC(=O)Nc1ccc(OC(F)(F)F)cc1 | -24%
O=C(CN1C(=O)CSc2ccc(S(=O)(=O)N3CCOCC3)cc21)NCc1ccc(Cl)cc1 | 2%[76.3 µM]
CN(C(=S)Nc1ccc(SC(F)F)cc1)C(c1ccccc1)c1ccccc1 | 0%
